# Screening data (PubChem)
# Rpn11 inh: Rpn11 (PSMD14) deubiquitinase inhibitors, primary screen, biochemical, fluorescence polarization, uHTS; 26S proteasome non-ATPase regulatory subunit 14 (Homo sapiens), O00487; calls only at 20 µM; hit rate 0.59% among 360,000; human 26S proteasome, Ub4-pepOG fluorescence polarization; 20S core pre-blocked with epoxomicin;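 active = inhibition at 20 µM, scaled to each plate's controls, above about 33%, limit read from the data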
# Target sequence (O00487 whole entry, looked up): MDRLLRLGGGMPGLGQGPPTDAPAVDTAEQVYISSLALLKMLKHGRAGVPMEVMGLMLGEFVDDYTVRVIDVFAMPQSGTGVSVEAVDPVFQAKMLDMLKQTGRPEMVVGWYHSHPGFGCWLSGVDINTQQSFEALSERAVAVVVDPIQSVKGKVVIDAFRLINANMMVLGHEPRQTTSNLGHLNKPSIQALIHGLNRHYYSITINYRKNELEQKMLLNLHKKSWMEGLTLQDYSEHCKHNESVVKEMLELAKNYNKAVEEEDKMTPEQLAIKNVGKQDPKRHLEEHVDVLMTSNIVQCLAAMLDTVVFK
# Rin1 Abl inh: inhibitors of Rin1-Abl protein binding, primary screen, biochemical, TR-FRET. hit rate 0.4% among 360,000. inhibition, % at 7.35 µM. AID 588664, 2011. Tyrosine-protein kinase ABL1 (Homo sapiens) + Ras and Rab interactor 1 (Homo sapiens), …; in the data active = inhibition above about 5%, passing the limit was not always enough
# CSN inh: inhibitors of CSN-mediated cullin deneddylation, primary screen, biochemical, fluorescence polarization, uHTS; hit rate 0.38% among 360,000; Purified CSN, SCF-Nedd8-OG deneddylation; COP9 signalosome complex subunit 5 (Homo sapiens), Q92905; inhibition, % at 12.5 µM;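 active = pattern-corrected inhibition above about 35%, with an unprinted fluorescence ratio check between 0.5 and 1.5, limit read from the data, passing the limit was not always enough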;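 note: 0% = enzyme with substrate and 100% = substrate without enzyme; some results filed as inactive read as strong as hits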
# Target sequence (Q92905 whole entry, looked up, one chain of several): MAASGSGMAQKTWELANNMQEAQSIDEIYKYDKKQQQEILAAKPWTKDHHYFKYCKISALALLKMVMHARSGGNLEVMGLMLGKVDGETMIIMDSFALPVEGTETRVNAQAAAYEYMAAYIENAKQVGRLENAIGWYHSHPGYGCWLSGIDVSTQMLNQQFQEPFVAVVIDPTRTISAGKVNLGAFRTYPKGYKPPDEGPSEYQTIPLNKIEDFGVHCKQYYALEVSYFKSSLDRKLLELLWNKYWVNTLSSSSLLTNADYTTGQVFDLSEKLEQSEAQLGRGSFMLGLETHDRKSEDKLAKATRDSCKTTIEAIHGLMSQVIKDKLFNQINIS
#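 Detection – fluorescence polarization · System – HEK293T-derived human Csn5 enzyme · Controls – substrate-only high control, full reaction low control · Timing – 90 min, room temperature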
# SUMO1-SIM PPI: modulators of SUMO1 protein-protein interactions, primary screen, biochemical, uHTS | inhibition, % at 20 µM | hit rate 0.33% among 360,000 | Small ubiquitin-related modifier 1 (Homo sapiens), P63165 | SUMO1 binding to a labelled peptide, TR-FRET, 1 h; in the data active = inhibition above about 37%
# Target sequence (P63165 whole entry, looked up): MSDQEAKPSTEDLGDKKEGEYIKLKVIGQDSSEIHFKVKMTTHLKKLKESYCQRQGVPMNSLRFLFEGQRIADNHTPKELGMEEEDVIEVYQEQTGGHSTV
# DNMT1 inh: human DNMT1 methyltransferase inhibitors, primary screen, biochemical, molecular beacon, fluorescence, HinP1I cleavage, uHTS; DNA (cytosine-5)-methyltransferase 1 (Homo sapiens), P26358; inhibition (reported as % activation of signal), % at 10 µM; hit rate 0.83% among 360,000; AID 588458, 2011; in the data active = inhibition above about 50%
# LMPTP block: LMPTP phosphatase inhibitors, primary screen, biochemical, fluorescence intensity, uHTS; recombinant LMPTP-A, OMFP fluorogenic substrate; Low molecular weight phosphotyrosine protein phosphatase (Homo sapiens), P24666; hit rate 0.22% among 360,000; inhibition, % at 20 µM;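 active = compounds that cut the enzyme signal by at least half of the control window in the single-dose screen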;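 note: plate controls were DMSO wells with enzyme plus substrate for no effect and substrate without enzyme for full effect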
#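 Assay system: LMPTP-A enzyme. Input: 0.625 nM LMPTP-A final. Probe or stimulus: 400 µM OMFP. Compound dosing: single 20 µM dose. Schedule: 50 min dark incubation at room temperature. Detection: fluorescence intensity of OMFP turnover product. Read-out: percent inhibition versus substrate-only and uninhibited controls. Benchmarks: no-enzyme low control, uninhibited high control.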
# NadD block: inhibitors of S. aureus NadD, primary screen, biochemical, colorimetric, uHTS; AID 602399, 2012; purified NadD enzyme, colorimetric absorbance read-out; Nicotinate-nucleotide adenylyltransferase NadD (Staphylococcus aureus N315); hit rate 0.78% among 360,000; inhibition, % at 20 µM; in the data active = inhibition above about 26%; note: some compounds past the cut are filed as inactive
# Neddylation inh: inhibitors of cullin neddylation, primary screen, biochemical, TR-FRET, uHTS, NAE and Ubc12; calls only at 25 µM; NEDD8-conjugating enzyme Ubc12 (Homo sapiens) + NEDD8-activating enzyme E1 regulatory …; AID 651699, 2012; hit rate 0.58% among 360,000; in the data active = inhibition above about 36%
# STEP block: STEP phosphatase inhibitors, primary screen, biochemical, fluorescence intensity, uHTS | Tyrosine-protein phosphatase non-receptor type 5 (Homo sapiens), P54829 | recombinant STEP, OMFP fluorogenic substrate | inhibition, % at 20 µM | hit rate 0.25% among 360,000;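 active = inhibition at 20 µM, scaled per plate between control wells, above about 37%, limit read from the data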;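 note: 0% = DMSO with enzyme and substrate and 100% = substrate only without enzyme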
#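 Assay system: isolated STEP enzyme. Buffer or medium: pH 6.0 Bis-Tris with DTT and Tween 20. Also added: fluorogenic phosphatase substrate OMFP at 25 µM final. Dosing: 20 µM, 1% DMSO. Timing: 20 min reaction, room temperature, in the dark. Measured by: fluorescence intensity, excitation 480 nm, emission 540 nm. Evaluation: normalized % inhibition.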
# Scp1 inh: Scp-1 phosphatase inhibitors, primary screen, biochemical, colorimetric, uHTS. hit rate 0.88% among 340,000. Recombinant Scp1, phosphopeptide, malachite green phosphate absorbance. Carboxy-terminal domain RNA polymerase II polypeptide A small phosphatase 1 (Homo …. AID 493091, 2011. inhibition, % at 20 µM;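 active = inhibition above about 50% at 20 µM, limit read from the data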;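 note: plate controls were DMSO wells with enzyme for no effect and wells lacking enzyme for full effect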
#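 System: SCP-1 catalytic domain; Reagent: Phospho 17-mer peptide substrate; Doses: one concentration, 20 µM, with 1.0% DMSO; Incubation: 45 min room-temperature reaction, 5 min colour, 30 min stabiliser; Signal: Phosphate-binding colour reagent, absorbance read at 630 nm.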
# Numbers without * were called inactive; i = inactive; . = no result given.
SMILES,Rpn11 inh,Rin1 Abl inh,CSN inh,SUMO1-SIM PPI,DNMT1 inh,LMPTP block,NadD block,Neddylation inh,STEP block,Scp1 inh
Cn1cc(CN2CCC(Oc3ccc(C(=O)N4CCCCC4)cc3)CC2)cn1,i,5,2,-1,-1,1.3,-6,i,0,-2
O=C(N/N=C/c1ccc([N+](=O)[O-])o1)c1cc(-c2cccc(Br)c2)nc2ccccc12,i,-5,8,7,-12,2.5,72*,i,0,0
CCC1=Nc2cc(C(=O)NCCN3CCCC3)ccc2Sc2ccc(C)cc21,i,-1,0,-16,-15,1.3,7,i,5,-6
Cc1ccc(NC(=O)CN2c3cccc4cccc(c34)S2(=O)=O)cc1,i,-1,3,-15,-15,2.4,-1,i,3,-7
CCn1c(=O)c2c(nc3n2CC(C)CN3CCc2ccccc2)n(C)c1=O (stereo not drawn),i,-2,-2,-1,1,-0.1,8,i,-5,5
Cc1ccc(S(C)(=O)=O)cc1C(=O)Nc1cccc(S(=O)(=O)N2CCCCCC2)c1,i,3,-1,3,-7,-0.8,-10,i,-1,-8
CCOC(=O)c1c(NC(=O)CCC(=O)O)sc2c1CC(C)(C)OC2,i,-3,-1,0,0,0.7,-3,i,-1,-3
COc1cccc(NC(=O)CSc2nncn2-c2ccccn2)c1,i,6,-5,-1,-1,-1.6,12,i,-2,-11
O=C(O)c1ccc2c(c1)-c1nc3ccccc3n1C2=O,i,0,3,0,0,-1.4,4,.,0,-12
CCC(C)NC(=S)Nc1ccc2nc(N3CCN(CC)CC3)cc(C)c2c1 (stereo not drawn),i,-6,3,-25,-1,4.4,-9,i,0,-9
COc1ccc(C(CNC(=O)C(=O)Nc2ccc3c(c2)OCO3)N2CCN(C)CC2)cc1 (stereo not drawn),i,0,-9,1,0,1.3,-6,i,0,1
CCOC(=O)c1cc2c(=O)[nH]ccc2nc1C(F)(F)F,i,-2,5,7,2,-0.8,-6,.,1,-7
COc1cc(C=O)cc(Cl)c1OC(=O)N1CCOCC1,i,-2,-5,-5,2,-0.7,-3,i,-1,-10
Nc1nnc(SCC(=O)Nc2ccc(N3CCOCC3)c(Cl)c2)s1,i,-2,-1,-2,3,-1.5,-3,i,-2,0
Oc1ccc(NC(=S)N=Nc2c(O)[nH]c3ccc(Br)cc23)cc1,i,5,-14,13,-32,2.4,11,i,-2,-7

# Overlap with the part before: 2 compounds; new compounds follow.
SMILES,Rpn11 inh,Rin1 Abl inh,CSN inh,SUMO1-SIM PPI,DNMT1 inh,LMPTP block,NadD block,Neddylation inh,STEP block,Scp1 inh
Nc1nnc(SCC(=O)Nc2ccc(N3CCOCC3)c(Cl)c2)s1,i,-2,-1,-2,3,-1.5,-3,i,-2,0
Oc1ccc(NC(=S)N=Nc2c(O)[nH]c3ccc(Br)cc23)cc1,i,5,-14,13,-32,2.4,11,i,-2,-7
Cc1ccc(CCN2C(=O)CCC2(C)C(=O)NCc2cccnc2)cc1 (stereo not drawn),i,-2,-2,0,0,1.8,-2,i,-1,2
COc1cccc(-n2nc(-c3ccnn3-c3ccccc3)c(=O)n(C)c2=O)c1,i,2,1,-12,-1,-1.2,-2,i,-2,7
COc1ccc(S(=O)(=O)Nc2cccc(N(C)S(C)(=O)=O)c2)cc1C,i,1,-4,0,4,-0.4,-5,i,-2,-2
O=C(COc1ccc(S(=O)(=O)N2CCCC2)cc1)Nc1ccc2c(c1)OCCO2,i,-1,0,4,11,-1.9,-4,i,2,3
CCOc1nc(Nc2ccc(OC)c(Cl)c2)nc(N2CCN(c3ccc(OC)cc3)CC2)n1,i,1,1,3,-10,1.9,14,i,4,6
Cc1ccc(-n2c(C3CC3c3ccc(Cl)cc3)n[nH]c2=S)cc1 (stereo not drawn),i,1,-3,5,-2,3.4,16,i,-1,1
COc1ccc(N(CC(=O)Nc2cc(OC)ccc2OC)S(C)(=O)=O)cc1,i,5,2,0,-1,-0.9,-2,i,1,-8
CC(C)CCNC(=O)C1CC(c2ccccc2[N+](=O)[O-])=NO1 (stereo not drawn),i,3,-4,-16,6,-2.2,-3,i,-3,-3
CCOC(=O)C1CCCN(C(=O)c2ccc3c(c2)CCO3)CC1 (stereo not drawn),i,0,-5,-3,-1,-0.9,3,i,-4,.
COc1ccccc1NC(=S)NC(=O)c1ccc(-c2ccc(Cl)cc2)o1,i,0,3,-6,-6,1.2,-1,i,2,0
CCC1(c2ccccc2)NC(=O)N(CC(=O)Nc2cc(Cl)ccc2N2CCOCC2)C1=O (stereo not drawn),i,0,6,-1,-11,-6.5,1,i,-2,4
O=C(NC1CCCCC1)c1sc(N2CCOCC2)nc1-c1ccccc1,i,-5,-9,1,2,-2.2,1,i,-1,-2
CC(NC(=O)c1cccc(S(=O)(=O)N2CCc3ccccc3C2)c1)c1ccco1 (stereo not drawn),i,0,-5,5,3,-0.1,-7,i,2,-6
COc1ccccc1NC(=O)CSc1nc2ccccc2cc1Cc1ccccc1,i,-3,3,4,1,4.1,3,i,5,1
COc1ccc(OC)c(NC(=O)COC(=O)/C=C/c2ccco2)c1,i,1,3,-19,21,1.1,-7,i,3,24

# Entries listed so far with nitrogen in an aromatic ring (15):
SMILES,Rpn11 inh,Rin1 Abl inh,CSN inh,SUMO1-SIM PPI,DNMT1 inh,LMPTP block,NadD block,Neddylation inh,STEP block,Scp1 inh
Cn1cc(CN2CCC(Oc3ccc(C(=O)N4CCCCC4)cc3)CC2)cn1,i,5,2,-1,-1,1.3,-6,i,0,-2
O=C(N/N=C/c1ccc([N+](=O)[O-])o1)c1cc(-c2cccc(Br)c2)nc2ccccc12,i,-5,8,7,-12,2.5,72*,i,0,0
CCn1c(=O)c2c(nc3n2CC(C)CN3CCc2ccccc2)n(C)c1=O (stereo not drawn),i,-2,-2,-1,1,-0.1,8,i,-5,5
COc1cccc(NC(=O)CSc2nncn2-c2ccccn2)c1,i,6,-5,-1,-1,-1.6,12,i,-2,-11
O=C(O)c1ccc2c(c1)-c1nc3ccccc3n1C2=O,i,0,3,0,0,-1.4,4,.,0,-12
CCC(C)NC(=S)Nc1ccc2nc(N3CCN(CC)CC3)cc(C)c2c1 (stereo not drawn),i,-6,3,-25,-1,4.4,-9,i,0,-9
CCOC(=O)c1cc2c(=O)[nH]ccc2nc1C(F)(F)F,i,-2,5,7,2,-0.8,-6,.,1,-7
Nc1nnc(SCC(=O)Nc2ccc(N3CCOCC3)c(Cl)c2)s1,i,-2,-1,-2,3,-1.5,-3,i,-2,0
Oc1ccc(NC(=S)N=Nc2c(O)[nH]c3ccc(Br)cc23)cc1,i,5,-14,13,-32,2.4,11,i,-2,-7
Cc1ccc(CCN2C(=O)CCC2(C)C(=O)NCc2cccnc2)cc1 (stereo not drawn),i,-2,-2,0,0,1.8,-2,i,-1,2
COc1cccc(-n2nc(-c3ccnn3-c3ccccc3)c(=O)n(C)c2=O)c1,i,2,1,-12,-1,-1.2,-2,i,-2,7
CCOc1nc(Nc2ccc(OC)c(Cl)c2)nc(N2CCN(c3ccc(OC)cc3)CC2)n1,i,1,1,3,-10,1.9,14,i,4,6
Cc1ccc(-n2c(C3CC3c3ccc(Cl)cc3)n[nH]c2=S)cc1 (stereo not drawn),i,1,-3,5,-2,3.4,16,i,-1,1
O=C(NC1CCCCC1)c1sc(N2CCOCC2)nc1-c1ccccc1,i,-5,-9,1,2,-2.2,1,i,-1,-2
COc1ccccc1NC(=O)CSc1nc2ccccc2cc1Cc1ccccc1,i,-3,3,4,1,4.1,3,i,5,1
